# From PubChem BioAssay
# GSTO1 inh – inhibitors of recombinant GSTO1, primary screen, counter-screen for RBBP9 inhibitor project, biochemical, fluorescence polarization. Glutathione S-transferase omega-1 (Homo sapiens), P78417. activity-based probe fluorescence polarization. AID 1974, 2009. hit rate 1.1% among 300,000. inhibition, % at 5.96 µM;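 active means inhibition above the campaign mean inhibition plus 3 SD, cut at about 35% in these data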;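 further: 0% = GSTO1-1 with DMSO and 100% = wells lacking GSTO1-1 enzyme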
# Target sequence (P78417 whole entry, looked up): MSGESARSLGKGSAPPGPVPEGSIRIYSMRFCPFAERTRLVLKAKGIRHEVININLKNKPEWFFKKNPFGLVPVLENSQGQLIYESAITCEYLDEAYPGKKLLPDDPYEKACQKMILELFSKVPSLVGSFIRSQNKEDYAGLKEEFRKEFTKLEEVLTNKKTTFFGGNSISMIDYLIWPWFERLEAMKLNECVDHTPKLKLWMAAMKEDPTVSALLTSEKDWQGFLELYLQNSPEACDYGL
# pPAFAH inh – pPAFAH enzyme inhibitors, primary screen, biochemical, fluorescence polarization, human. inhibition, % at 3.39 µM. recombinant pPAFAH, FP-rhodamine probe fluorescence polarization. AID 463082, 2010. hit rate 1.5% among 330,000;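 active means inhibition above the mean inhibition across the screen plus 3 SD, cut at about 25% in these data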;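 further: inhibitors block binding of the rhodamine activity-based probe so polarization drops; 0% = enzyme with DMSO and 100% = wells lacking pPAFAH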
# LYPLA1 counter – LYPLA1 inhibitors, primary screen, counter-screen for PME1 inhibitor project, biochemical, fluorescence polarization, FP-Rh probe ABPP; Acyl-protein thioesterase 1 (Homo sapiens), O75608; recombinant LYPLA1; inhibition, % at 5.9 µM; hit rate 0.16% among 320,000; AID 2174, 2009;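 active means inhibition above the mean of all tested compounds plus 3 SD, set per campaign, cut at about 14% in these data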;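 further: inhibitors block serine hydrolase probe labeling of LYPLA1 so polarization falls; 0% = enzyme with DMSO and 100% = wells lacking LYPLA1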
# Target sequence (O75608 whole entry, looked up): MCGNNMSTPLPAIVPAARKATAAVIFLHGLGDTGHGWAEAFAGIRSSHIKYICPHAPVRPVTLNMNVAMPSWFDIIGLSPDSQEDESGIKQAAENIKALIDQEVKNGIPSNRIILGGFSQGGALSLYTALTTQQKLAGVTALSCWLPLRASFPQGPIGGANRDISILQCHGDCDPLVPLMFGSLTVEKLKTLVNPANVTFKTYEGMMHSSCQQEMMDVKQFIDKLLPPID
# LYPLA2 inh – LYPLA2 inhibitors, primary screen, counter-screen for PME1 inhibitor project, biochemical, fluorescence polarization, FP-Rh probe ABPP | Acyl-protein thioesterase 2 (Homo sapiens), O95372 | recombinant LYPLA2 | inhibition, % at 5.9 µM | hit rate 0.38% among 320,000;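 active means inhibition above the screen-wide mean plus 3 SD, limit set per campaign, cut at about 26% in these data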;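 further: 0% = LYPLA2 with DMSO and 100% = wells lacking LYPLA2 enzyme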
# Target sequence (O95372 whole entry, looked up): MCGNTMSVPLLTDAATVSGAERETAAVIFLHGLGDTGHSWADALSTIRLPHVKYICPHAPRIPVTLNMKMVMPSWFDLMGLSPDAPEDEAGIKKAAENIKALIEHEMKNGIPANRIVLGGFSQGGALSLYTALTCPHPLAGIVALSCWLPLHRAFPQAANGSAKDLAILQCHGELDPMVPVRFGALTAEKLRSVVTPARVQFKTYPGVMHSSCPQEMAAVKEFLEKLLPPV
# PAFAH2 inh – PAFAH2 enzyme inhibitors, primary screen, biochemical, fluorescence polarization, human; Platelet-activating factor acetylhydrolase 2, cytoplasmic (Homo sapiens), Q99487; recombinant PAFAH2, FP-rhodamine activity probe; inhibition, % at 3.39 µM; hit rate 0.99% among 340,000;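 active means inhibition above the mean over all tested compounds plus 3 SD, cut at about 30% in these data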;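 further: inhibitors block probe labeling of enzyme so polarization drops; 0% = enzyme with DMSO and 100% = wells lacking PAFAH2 protein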
# PAD4 inh – human PAD4 inhibitors, primary screen, biochemical, fluorescence polarization, 1536-well format | Protein-arginine deiminase type-4 (Homo sapiens), Q9UM07 | recombinant PAD4, RCA probe fluorescence polarization | inhibition, % at 6.36 µM | hit rate 0.41% among 330,000;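 active means percent inhibition above a cutoff equal to the mean of all tested compounds plus 3 SD, cut at about 15% in these data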;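 further: 0% = PAD4 with RCA probe and DMSO and 100% = probe without PAD4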
# PAFAH1B2 FP inh – PAFAH1B2 enzyme inhibitors, primary screen, biochemical, fluorescence polarization, human | inhibition, % at 3.39 µM | Platelet-activating factor acetylhydrolase IB subunit alpha2 (Homo sapiens), P68402 | hit rate 1.2% among 340,000 | recombinant PAFAH1B2, FP-rhodamine activity probe;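 active means inhibition above the mean of all tested compounds plus 3 SD, cut at about 24% in these data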;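 further: 0% = enzyme with DMSO and 100% = wells lacking PAFAH1B2; many of its hits are not listed in these tables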
# PAFAH1B3 inh – PAFAH1B3 enzyme inhibitors, primary screen, biochemical, fluorescence polarization, human; hit rate 0.28% among 340,000; Platelet-activating factor acetylhydrolase IB subunit alpha1 (Homo sapiens), Q15102; inhibition, % at 3.39 µM; AID 492972, 2010; recombinant PAFAH1B3, FP-rhodamine probe;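 active means inhibition above the screen-wide average of all tested compounds plus 3 SD, cut at about 25% in these data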;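 further: 0% = enzyme with DMSO only and 100% = wells lacking PAFAH1B3 protein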
# PME-1 primary – PME-1 inhibitors via competitive probe labeling, primary screen, biochemical, fluorescence polarization, FP-Rh probe, HTS; Protein phosphatase methylesterase 1 (Homo sapiens), Q9Y570; recombinant PME-1; inhibition, % at 5.9 µM; hit rate 0.53% among 320,000; AID 2130, 2009;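 active means inhibition above the campaign mean of all compounds plus 3 SD, cut at about 26% in these data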;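 further: competitive labeling of PME-1 active site by serine hydrolase directed probe; 0% = PME-1 with DMSO and 100% = wells lacking PME-1 enzyme; inhibitors block probe labeling so polarization falls and inhibition rises; many of its hits are not listed in these tables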
# Target sequence (Q9Y570 whole entry, looked up): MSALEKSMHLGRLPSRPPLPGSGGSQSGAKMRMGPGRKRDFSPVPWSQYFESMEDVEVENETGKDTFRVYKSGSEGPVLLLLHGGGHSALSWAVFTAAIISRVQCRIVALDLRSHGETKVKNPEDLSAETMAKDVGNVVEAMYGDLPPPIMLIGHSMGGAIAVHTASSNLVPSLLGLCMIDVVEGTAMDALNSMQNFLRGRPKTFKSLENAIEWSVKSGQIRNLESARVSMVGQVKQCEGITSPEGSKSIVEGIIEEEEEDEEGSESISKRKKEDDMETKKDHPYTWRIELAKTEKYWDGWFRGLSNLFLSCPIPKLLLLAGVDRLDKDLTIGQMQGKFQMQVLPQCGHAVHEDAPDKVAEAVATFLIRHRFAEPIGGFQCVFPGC
# Starred values were filed as active, the others as inactive; nt = not tested or not shown. The list is partial; the hit share may differ from the screen's.
SMILES,GSTO1 inh,pPAFAH inh,LYPLA1 counter,LYPLA2 inh,PAFAH2 inh,PAD4 inh,PAFAH1B2 FP inh,PAFAH1B3 inh,PME-1 primary
CCOc1ccc(NC(=S)NCCCN2CCN(C3CCCCC3)CC2)cc1,0,0,2,1,11,-8,0,-1,6
CCOc1ncccc1C(=O)OCC(=O)c1cc(OC)ccc1OC,7,5,-2,0,1,-2,1,5,-2
Cc1cccc(CC(C)NC(=O)c2oc3c(F)cccc3c2C)n1 (stereo not given),8,6,-2,5,3,-2,3,10,6
Cc1ccccc1-c1cc(C(=O)NCc2ccc3c(c2)OCO3)n(CC2CC(c3cccnc3)=NO2)n1 (stereo not given),nt,-2,-4,-2,-5,-1,-3,0,-6
COc1ccc(S(=O)(=O)N(C)CC(=O)N2CCCCCC2)cc1,3,1,1,6,0,0,1,3,-3
O=C1Cc2ccccc2Sc2ccc(O)cc21,1,-3,-7,0,-2,-4,2,4,-2
O=C(O)CSc1c2c(nc3cc(C(=O)Nc4cccc(C(F)(F)F)c4)ccc13)CCC2,-36,4,-17,-11,-5,-3,4,-1,-25
Cc1cc(O)ccc1Nc1nc2ccccc2nc1Nc1ccc(O)cc1C,32,21,-2,3,5,-2,7,9,17
CCOc1ccc(C2C(C(=O)c3ccc(C)o3)=C(O)C(=O)N2Cc2cccnc2)cc1 (stereo not given),8,0,-1,6,11,-15,4,2,1
CCN(CC(=O)NCc1ccc(Cl)cc1)C(=O)c1cc(S(=O)(=O)NCc2ccccc2)ccc1C,20,3,-1,3,5,-5,10,-4,2
CC1(C)C(=O)Nc2ccccc2N1C(=O)CSc1nnc2c(Cl)cc(Cl)cn12,-2,0,3,20,1,1,0,3,3
CCOc1ccc2[nH]cc(C(=O)NCCCN3CCOCC3)c(=O)c2c1,3,-1,-1,-4,-3,0,5,-3,-7
COc1cc(C(=S)N2CCOCC2)cc(OC)c1OC(=O)c1cc([N+](=O)[O-])c(C)c([N+](=O)[O-])c1,6,1,-2,8,4,0,-2,3,4
CCN(CC(=O)Nc1ccccc1OC)C(=O)c1cc(S(=O)(=O)N2CCCCCC2)ccc1OC,-3,2,1,0,6,0,6,7,7
COc1ccc(N2C(N)=C(C#N)C(c3ccsc3)C3=C2CCCC3=O)c(OC)c1 (stereo not given),23,14,5,11,3,-9,-3,3,20
COC(=O)Nc1ccc(S(=O)(=O)N2c3ccccc3CCC2C)cc1 (stereo not given),-7,-6,-2,-4,-2,-4,2,-1,-1
Cc1cc(OCC(=O)N2CCOCC2)ccc1NC(=O)c1ccccc1C,11,-2,4,7,-3,8,3,4,3
CC(Sc1ncn[nH]1)C(=O)Nc1cc(C(F)(F)F)ccc1Cl (stereo not given),nt,3,-1,-6,0,-4,20,-2,0
O=C(Nc1ccc(F)cc1)c1nc[nH]c1C(=O)Nc1ccccc1[N+](=O)[O-],7,0,-1,-5,4,-1,2,3,-3
COc1cccc(CN(C(=O)Cn2nnc(-c3ccccc3F)n2)C(C(=O)NC(C)(C)C)c2ccncc2)c1 (stereo not given),-3,-4,-2,-6,-6,-8,6,3,7

# Quoted at random: three records from the list.
SMILES,GSTO1 inh,pPAFAH inh,LYPLA1 counter,LYPLA2 inh,PAFAH2 inh,PAD4 inh,PAFAH1B2 FP inh,PAFAH1B3 inh,PME-1 primary
Cc1cccc(CC(C)NC(=O)c2oc3c(F)cccc3c2C)n1 (stereo not given),8,6,-2,5,3,-2,3,10,6
COC(=O)Nc1ccc(S(=O)(=O)N2c3ccccc3CCC2C)cc1 (stereo not given),-7,-6,-2,-4,-2,-4,2,-1,-1
COc1cc(C(=S)N2CCOCC2)cc(OC)c1OC(=O)c1cc([N+](=O)[O-])c(C)c([N+](=O)[O-])c1,6,1,-2,8,4,0,-2,3,4

# 2 entries from above, with each value named.
> O=C1Cc2ccccc2Sc2ccc(O)cc21
  GSTO1 inh: 1 | pPAFAH inh: -3 | LYPLA1 counter: -7 | LYPLA2 inh: 0 | PAFAH2 inh: -2 | PAD4 inh: -4 | PAFAH1B2 FP inh: 2 | PAFAH1B3 inh: 4 | PME-1 primary: -2

> CCN(CC(=O)NCc1ccc(Cl)cc1)C(=O)c1cc(S(=O)(=O)NCc2ccccc2)ccc1C
  GSTO1 inh: 20 | pPAFAH inh: 3 | LYPLA1 counter: -1 | LYPLA2 inh: 3 | PAFAH2 inh: 5 | PAD4 inh: -5 | PAFAH1B2 FP inh: 10 | PAFAH1B3 inh: -4 | PME-1 primary: 2

# Remaining list, next part:
SMILES,GSTO1 inh,pPAFAH inh,LYPLA1 counter,LYPLA2 inh,PAFAH2 inh,PAD4 inh,PAFAH1B2 FP inh,PAFAH1B3 inh,PME-1 primary
O=c1cnnc(Nc2cccc(F)c2)[nH]1,-3,-2,-1,-3,0,-4,4,7,0
CCOC(=O)c1oc2cc(O)c(CC)cc2c(=O)c1-c1cscn1,0,0,5,-2,-2,-8,-2,6,2
CC1CCc2cc(F)cc3c(O)c(C(=O)NCCN(C)C)c(=O)n1c23 (stereo not given),7,4,-2,8,4,-3,3,-1,2
Cc1ccc(NC(=O)C2CCCN2C(=O)OCc2ccccc2)c(C)c1 (stereo not given),3,4,-1,5,-5,1,0,-3,-1
CC(C)CC(C(=O)Nc1ccccc1)N1C(=O)C2C3C=CC(C3)C2C1=O (stereo not given),8,7,0,2,1,0,2,3,7
O=C1CCN(N=Nc2cccc(Cl)c2)N1,10,6,-4,-10,nt,-10,nt,nt,4
C=CCn1c(=N)n(CC(=O)c2ccccc2)c2ccccc21,1,-3,-2,0,-3,0,-2,8,3
CCOc1ccc(Cn2nnc(C(=O)NCc3ccc(OC)cc3)c2N)cc1,-1,0,3,6,3,3,6,1,1
O=C(NC(O)C(=O)c1ccccc1)c1ccc(F)cc1 (stereo not given),7,-4,0,3,3,2,5,1,-1
CC1C(=O)N2CCCc3cc(S(=O)(=O)N4CCN(c5ccc(F)cc5)CC4)cc1c32 (stereo not given),-2,0,3,-1,7,5,3,5,-4
CCC1CCCCN1CC(C)(C)NS(=O)(=O)c1ccccc1 (stereo not given),6,0,-3,5,-2,-1,4,10,5
Cc1nc(C)n(C(Oc2ccc(Cl)cc2Cl)C(=O)C(C)(C)C)n1 (stereo not given),-3,-1,0,3,1,-3,6,3,-3
Cc1cccc(C(C)C)c1NS(=O)(=O)c1cn(C)nc1C,2,3,-1,2,-2,-4,4,8,6
CC(C)N1CC(C(=O)Nc2ccc(Cl)c([N+](=O)[O-])c2)CC1=O (stereo not given),2,6,2,6,1,-3,1,7,-2
CCOc1ccc(/C(O)=C2/C(=O)C(=O)N(CCOCCO)C2c2ccccc2)cc1 (stereo not given),-1,5,3,7,-4,-5,2,-2,1
CCOC(=O)NN1C(=O)c2ccccc2NC1(C)C,7,3,-1,-7,3,-2,4,5,0
Cc1ncc(S(=O)(=O)c2ccccc2)c(-c2ccccc2Cl)n1,7,-3,-3,-7,1,2,6,5,1
O=C(c1ccc2c(c1)N(Cc1ccc(F)cc1)C(=O)CS2)N1CCOCC1,3,6,0,4,6,0,0,23,1
O=[N+]([O-])c1cc2cccnc2c2ncccc12,15,5,-7,-9,nt,-7,nt,nt,0
COCCOC(=O)c1c(C)n(C)c2ccc(OC(=O)c3ccccc3OC)cc12,0,4,-5,1,5,-1,2,5,-3
CN(C)CCCN1C(=O)c2oc3ccc(Cl)cc3c(=O)c2C1c1cccnc1 (stereo not given),0,0,2,0,3,-2,-2,0,1
Cc1cc(C(=O)OCC(=O)Nc2ccc(F)cc2F)c(C)o1,1,4,0,-3,45*,-2,9,3,-1
COc1ccc(C(=O)Nc2ncc3c(n2)-c2ccccc2CC3)cc1,3,2,-1,2,-1,4,3,6,0
COc1ccc(C2=NOC(CNC(=O)c3ccccc3Br)C2)c(OC)c1 (stereo not given),5,3,3,3,5,-3,6,8,5
O=C(CN1C(=O)c2cccc3cccc(c23)C1=O)NCCCO,2,1,-2,1,4,-3,5,6,-8
CCOc1ccc2[nH]c(C)c(CN3CCCCCC3)c(=O)c2c1,0,6,2,-1,9,-4,-1,2,0
CCc1cccc(N(CC(=O)NCc2ccc(F)cc2)C(=O)c2csnn2)c1,-1,5,0,2,6,-2,5,-2,-4
COC(=O)c1ccc(C(C(=O)NCc2ccccc2)N(Cc2ccco2)C(=O)c2cnccn2)cc1 (stereo not given),2,4,0,-5,-5,-4,3,8,6
O=[N+]([O-])c1ccc(S(=O)(=O)CC(CN2CCCCC2)N2CCCCC2)cc1 (stereo not given),6,-3,2,1,3,-1,5,2,-5
CCOC(=O)Cc1csc(NC(=O)c2ccc(S(=O)(=O)N3CCOCC3)cc2)n1,-2,2,0,-3,6,-1,6,5,4
O=C(C1CCC(CNc2c(N3CCOCC3)c(=O)c2=O)CC1)N1CCN(c2ccccc2)CC1 (stereo not given),3,3,1,15,-4,2,-3,1,3
Clc1ccc(CN2C3=NCCN3c3ccccc32)cc1,-12,0,-1,-1,-2,2,1,-4,1
CS(=O)(=O)C1=C(O)C(=O)N(CCCC(=O)O)C1c1ccccc1F (stereo not given),-2,1,2,5,3,-5,-1,-4,-4
CCOc1ccc(CC(=O)Nc2cccc(-c3ccc4nnc(C)n4n3)c2)cc1,-4,-3,-7,-6,6,1,-1,9,-1
COc1cc(C(=O)NCc2nnc(SCC(=O)NCc3ccco3)o2)cc(OC)c1OC,7,1,4,2,4,2,-4,-4,-6
COc1cccc(-c2c(C(=O)N/N=C/c3cccs3)nnn2-c2nonc2N)c1,-2,4,-2,2,8,3,-2,3,0
O=C(CSc1nc2ccccc2c(=O)n1-c1ccc(SC(F)F)cc1)Nc1ccc(N2CCOCC2)cc1,6,6,2,7,-3,-4,-1,3,-5

# Seven entries from above, ordered by formula weight, highest first:
SMILES,GSTO1 inh,pPAFAH inh,LYPLA1 counter,LYPLA2 inh,PAFAH2 inh,PAD4 inh,PAFAH1B2 FP inh,PAFAH1B3 inh,PME-1 primary
O=C(C1CCC(CNc2c(N3CCOCC3)c(=O)c2=O)CC1)N1CCN(c2ccccc2)CC1 (stereo not given),3,3,1,15,-4,2,-3,1,3
CCOC(=O)Cc1csc(NC(=O)c2ccc(S(=O)(=O)N3CCOCC3)cc2)n1,-2,2,0,-3,6,-1,6,5,4
COc1ccc(C2=NOC(CNC(=O)c3ccccc3Br)C2)c(OC)c1 (stereo not given),5,3,3,3,5,-3,6,8,5
CCc1cccc(N(CC(=O)NCc2ccc(F)cc2)C(=O)c2csnn2)c1,-1,5,0,2,6,-2,5,-2,-4
COc1ccc(C(=O)Nc2ncc3c(n2)-c2ccccc2CC3)cc1,3,2,-1,2,-1,4,3,6,0
O=C(CN1C(=O)c2cccc3cccc(c23)C1=O)NCCCO,2,1,-2,1,4,-3,5,6,-8
Cc1cc(C(=O)OCC(=O)Nc2ccc(F)cc2F)c(C)o1,1,4,0,-3,45*,-2,9,3,-1
